MITF act: increases MITF-driven TRPM1 promoter luciferase signal. SK-MEL-5 TRPM1-promoter luciferase, 24 h; % of positive control, neutral wells = 0. activation, % at 12.5 µM. 300,000 compounds, 0.75% hits;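 active means mean activation of at least 80% with every replicate also reaching 80%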;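 further: 0% = neutral control wells and 100% = parthenolide positive control wells; values of inactives mirror those of a sister screen read the other way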
dFosB act: activators of mouse delta FosB homodimer. P13346. AID 493131. purified delta FosB, TAMRA-CDK5 oligo fluorescence polarization; percent of positive-control signal above neutral wells. 340,000 compounds, 0.99% hits. activation, % at 25 µM;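 active means mean activation above about 17%, with every replicate also reaching it, limit read from the data, passing the limit was not always enough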;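 further: fluorescence polarization rise as delta FosB binds a TAMRA Cdk5 AP-1 oligo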
HTR5A ag: activates human HTR5A in OPRM1-OPRD1 agonist counter-screen; AID 504692; 340,000 compounds, 0.61% hits; activation, % at 9.3 µM; HTR5A agonist assay, luminescence, cell-based; in the data active means activation mostly above about 9.5%, no sharp cut-off; inactive means mostly below about 7.6%;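 further: 0% = cells with vehicle only and 100% = reference agonist; strong numbers were not always called active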
PvdQ inh: P. aeruginosa PvdQ acylase inhibition; 340,000 compounds, 0.063% hits; AID 488965; inhibition, % at 10 µM; purified PvdQ acylase, fluorescence plate reader; in the data active means inhibition above about 30%, passing the limit was not always enough;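 further: 0% = vehicle neutral wells and 100% = reference inhibitor wells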
Wnt bcat act: activates Wnt/beta-catenin signaling in a reporter cell assay. activator, plate reader. AID 743398. 300,000 compounds, 1.2% hits. activation, % at 9.35 µM; in the data active means activation above about 30%, passing the limit was not always enough;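 further: 0% = neutral control wells and 100% = positive control wells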
HTR5A inv ctr: HTR5A inverse agonism, opioid heterodimer counter-screen; P47898; inhibition, % at 9.3 µM; AID 504634; 340,000 compounds, 0.083% hits; HTR5A cell line, luminescence; in the data active means inhibition mostly above about 23%, no sharp cut-off; inactive means mostly below about 18%;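 further: 0% = cells with DMSO and 100% = no-cell wells with DMSO; some compounds called inactive have numbers as strong as hits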
NSD2 HMT inh: inhibitors of human histone methyltransferase NSD2. NSD2 peptide methylation, AlphaScreen, 120 min. 310,000 compounds, 0.54% hits. inhibition, % at 12.5 µM; in the data active means inhibition above about 50%
Target sequence (O96028 whole entry, looked up): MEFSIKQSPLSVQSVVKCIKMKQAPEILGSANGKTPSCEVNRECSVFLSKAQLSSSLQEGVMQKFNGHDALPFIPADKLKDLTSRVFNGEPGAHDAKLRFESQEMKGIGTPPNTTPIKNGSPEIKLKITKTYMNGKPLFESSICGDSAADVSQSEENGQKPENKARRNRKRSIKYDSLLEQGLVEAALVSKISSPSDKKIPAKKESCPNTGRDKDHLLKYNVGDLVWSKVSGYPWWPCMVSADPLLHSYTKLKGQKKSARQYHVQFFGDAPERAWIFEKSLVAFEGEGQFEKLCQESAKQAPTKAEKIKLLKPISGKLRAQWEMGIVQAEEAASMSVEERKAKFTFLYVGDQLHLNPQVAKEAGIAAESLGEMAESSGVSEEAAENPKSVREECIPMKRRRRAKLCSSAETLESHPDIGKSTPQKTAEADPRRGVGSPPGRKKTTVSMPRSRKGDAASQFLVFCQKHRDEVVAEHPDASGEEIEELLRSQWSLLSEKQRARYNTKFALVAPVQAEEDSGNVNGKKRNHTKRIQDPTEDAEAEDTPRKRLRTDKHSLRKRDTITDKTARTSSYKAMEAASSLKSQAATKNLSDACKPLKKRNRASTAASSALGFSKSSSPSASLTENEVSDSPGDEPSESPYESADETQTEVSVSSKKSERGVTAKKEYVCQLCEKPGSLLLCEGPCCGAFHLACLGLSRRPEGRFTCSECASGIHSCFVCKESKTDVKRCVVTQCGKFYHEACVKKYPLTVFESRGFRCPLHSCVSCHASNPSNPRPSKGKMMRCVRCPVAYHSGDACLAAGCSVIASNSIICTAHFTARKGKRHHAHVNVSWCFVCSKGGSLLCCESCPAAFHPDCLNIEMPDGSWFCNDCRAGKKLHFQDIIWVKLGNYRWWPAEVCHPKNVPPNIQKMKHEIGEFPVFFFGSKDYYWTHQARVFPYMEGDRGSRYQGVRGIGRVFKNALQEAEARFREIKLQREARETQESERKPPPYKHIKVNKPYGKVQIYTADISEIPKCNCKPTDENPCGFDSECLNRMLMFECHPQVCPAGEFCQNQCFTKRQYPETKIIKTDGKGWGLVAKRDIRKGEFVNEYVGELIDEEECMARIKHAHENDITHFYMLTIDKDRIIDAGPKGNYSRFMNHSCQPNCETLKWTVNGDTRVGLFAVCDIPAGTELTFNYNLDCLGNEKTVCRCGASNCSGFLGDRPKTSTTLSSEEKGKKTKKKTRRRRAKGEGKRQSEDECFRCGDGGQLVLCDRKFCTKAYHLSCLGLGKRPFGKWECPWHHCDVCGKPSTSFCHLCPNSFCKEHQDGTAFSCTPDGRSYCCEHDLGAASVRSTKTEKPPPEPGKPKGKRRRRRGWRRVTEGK
CDK5 inh: blocks human CDK5/p35 kinase activity; Q00535+Q15078; inhibition, % at 10 µM; 330,000 compounds, 0.01% hits; Recombinant CDK5/p35, ADP-Glo luminescence, 60 min;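 active means highest replicate inhibition of at least 50% and at least 75% of replicates reaching 50%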;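 further: plate controls were DMSO neutral control for no effect and GW8510 at 10 µM for full effect; many of its hits are not listed in these tables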
SR-BI DiI inh: mouse SR-BI HDL lipid transfer inhibition; inhibition, % at 12.5 µM; AID 488896; ldlA[mSR-BI] CHO cells, DiI-HDL uptake fluorescence, 3 h; Q61009; 320,000 compounds, 0.96% hits;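 active means mean replicate inhibition of at least 70% and a set share of replicates each scoring 70 or more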;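 further: 0% = median of neutral control wells and 100% = median of positive control wells; values of inactives mirror those of a sister screen read the other way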
V-ATPase pH: regulators of yeast V-ATPase proton transport; S. cerevisiae, pHLuorin cytosolic pH fluorescence; response, % at 10 µM; 350,000 compounds, 0.37% hits; AID 504577; in the data active means response mostly above about 7.3%, no sharp cut-off; inactive means mostly below about 5.4%; further: actives read high; inactives centre near 0; some compounds called inactive have numbers as strong as hits; reference of the scale not given here
* hit, by the source's call; . = not tested or not shown.

Structure | MITF act | dFosB act | HTR5A ag | PvdQ inh | Wnt bcat act | HTR5A inv ctr | NSD2 HMT inh | CDK5 inh | SR-BI DiI inh | V-ATPase pH
COC(=O)C(C(=O)OC)C(CC(=O)c1ccc(C)cc1)c1cc(OC)c(OC)c(OC)c1 (stereo not given) | -8 | 3 | -3 | -6 | -1 | 10 | -4 | -1.1 | -9 | -3
CCN(CC)Cc1c(O)ccc2occ(C(=O)c3ccccc3)c12 | . | -4 | -2 | -19 | 3 | 8 | 12 | -1.6 | 2 | 2
CCCCC1=NN2CCS(=O)(=O)N=C2S1 | 7 | -6 | 11 | 2 | 4 | -26 | 0 | 0.1 | -1 | 0
CCCC(=O)NCCc1cc2c(C)ccc(C)c2[nH]c1=O | 13 | -3 | 0 | 0 | -1 | 1 | . | 0.4 | . | -2
COc1ccc(N2CCN(C3CCCN(Cc4cccc(C(C)=O)c4)C3)CC2)cc1 (stereo not given) | 1 | -7 | 6 | -12 | 1 | -16 | 5 | 1.6 | 1 | 0
Cc1nn(CC(=O)NCCCc2ccccc2)c(=O)c2cc3occc3n12 | 2 | -5 | 4 | -10 | 0 | 14 | -7 | 1.3 | 29 | 3
CC1CN(Cc2ccccc2)c2nc3c(c(=O)n(CC(=O)O)c(=O)n3C)n2C1 (stereo not given) | 4 | 2 | 4 | 3 | 1 | -14 | -5 | -0.6 | -20 | 6
CN(C)S(=O)(=O)N1CCN(C(=O)N2CCCCCC2)CC1 | -1 | -10 | -2 | -10 | . | -18 | -3 | -0.7 | -10 | 1
CCc1cc2c(SCC(=O)Nc3ccc(NC(C)=O)cc3)ncnc2s1 | 19 | -1 | -3 | -4 | 1 | 6 | 22 | 0.5 | 5 | 1
NC(=O)CC(NC(=O)Cc1cccc2ccccc12)c1ccc(NCCOc2ccccc2)c([N+](=O)[O-])c1 (stereo not given) | 15 | -4 | -2 | 8 | -10 | -3 | . | 3.3 | -6 | 1
CCSc1nc(-c2ccc(OC)cc2)cc(-c2ccccc2)c1C#N | -11 | 1 | 6 | -9 | -1 | -24 | 0 | 1.6 | 80* | -3
Cc1cc(N2CCN(C(=O)c3ccco3)CC2)nc(-c2ccccc2)n1 | -15 | -8 | 0 | 6 | 0 | -14 | 1 | 0.3 | 38 | -5
Cc1ccc(S(=O)(=O)N(C)C)cc1NC(=O)COC(=O)/C=C/c1ccc2ccccc2n1 | 57 | -14 | 5 | 12 | 0 | -13 | -1 | 0.6 | -4 | 0
CC(=O)NC(CCS(C)(=O)=O)C(=O)N1CCc2ccccc21 (stereo not given) | 2 | -8 | 2 | 0 | . | -23 | -1 | -2.5 | 7 | 2
O=C(O)c1ccc2c(=O)n3c(nc2c1)/C(=C/c1ccccc1Br)CC3 | -7 | -1 | 2 | -2 | -1 | -34 | -6 | -0.7 | -18 | 2
O=C(CNC(=S)N(Cc1ccc(F)cc1)C1CCCCC1)NC1CC1 | -4 | -10 | 2 | -6 | . | -32 | 0 | -1.5 | -21 | -1
CC(C)(C)c1ccc(C(=O)NCCC(=O)NNC(=O)COc2ccc(F)cc2)cc1 | 5 | 4 | 0 | -19 | 4 | -2 | -4 | -0.1 | -11 | 1
CC(=NO)c1ccc2c(c1)Cc1cc([N+](=O)[O-])ccc1-2 | -3 | -10 | 2 | -8 | -3 | -7 | -2 | 2.8 | 19 | -4
CCCCN(C(=O)Cn1nnc2ccccc21)C(C(=O)NCCOC)c1cccs1 (stereo not given) | -8 | -5 | 3 | -9 | -2 | -7 | 1 | -0.9 | 2 | 0
CC(=O)Nc1ccc(NC(=O)C2CCN(C(=O)c3cccs3)CC2)cc1 | -1 | 2 | 2 | -10 | . | 1 | 0 | 0.9 | -27 | 3
O=C(NCc1ccccn1)c1ccc(S(=O)(=O)Nc2ccccc2F)cc1 | -13 | -4 | 2 | -5 | -1 | -5 | -7 | -0.7 | -61 | 3
Cc1cc(NC(=O)c2ccc(Cl)cc2Cl)n(-c2ccccc2)n1 | . | 4 | -2 | 4 | -2 | 7 | . | -0.3 | 22 | 4
COc1ccc(Cc2nc3c([nH]2)c(=O)n(C)c(=O)n3C)cc1OC | 4 | -4 | 5 | -2 | -1 | -19 | -2 | -4.9 | -26 | 2
O=S(=O)(N/N=C\C=C\c1ccccc1)c1ccc(Br)cc1 | . | -8 | 19* | -7 | . | -40 | 5 | -1.3 | 9 | 1
O=C(CC12CC3CC(CC(C3)C1)C2)NCc1ccncc1 | 3 | -2 | 3 | 5 | . | -16 | -2 | -1.2 | -25 | -4
NNC(=O)c1ccc(COCC(F)(F)C(F)F)cc1 | -16 | 1 | 8 | -27 | -1 | -21 | 5 | -2.7 | 19 | 0
O=C(O)/C=C/c1ccccc1Oc1ccc(Cl)cc1Cl | -4 | -9 | -11 | 1 | 6 | -42 | 5 | 0.7 | -1 | 0
CCOc1ccc(CCNC(=O)CCC(=O)Nc2ccc3nc(N4CCN(C)CC4)cc(C)c3c2)cc1OCC | 0 | 1 | 2 | -12 | -1 | -6 | -1 | 0.8 | 14 | 3
O=C(Nc1ccc(C(F)(F)F)cc1)C1(c2ccccc2)CC1 | 11 | -5 | -2 | -11 | 1 | 6 | 8 | 0.7 | -5 | 5
CCOc1ccc(CCNC(=O)CN2C(=O)NC3(CCCCCC3)C2=O)cc1OCC | -2 | -3 | 12 | -13 | 1 | -30 | -3 | -1.6 | 16 | 3
CCOC(=O)N1CCN(C(=O)c2ccc(NS(=O)(=O)c3ccc(F)cc3)cc2)CC1 | -7 | -7 | 5 | -3 | 0 | 4 | -1 | -1.1 | -2 | -2
Cc1ccccc1OCC(=O)OCC(=O)NCc1ccc2c(c1)OCO2 | 12 | -16 | 2 | -6 | -1 | -8 | -4 | 1.3 | -7 | 5
CCCCCn1c(=S)[nH]c2ncccc2c1=O | 24 | -6 | 5 | 17 | . | -3 | 0 | 3.0 | 8 | 2
COc1ccccc1OCCNC(=O)CNC(=O)c1ccc(Cl)c(Cl)c1 | -19 | -6 | 3 | -7 | -7 | -7 | -1 | 0.4 | -4 | -2
C/C(=N\Nc1ccc([N+](=O)[O-])cc1[N+](=O)[O-])c1cccnc1 | -4 | 1 | 1 | -19 | 2 | -2 | -1 | 0.5 | 14 | 2
Cc1ccc(OCC(=O)Nc2cc(C(=O)O)cc(C(=O)O)c2)cc1C | 6 | -1 | 2 | -8 | 1 | 4 | -2 | 0.0 | -9 | -1
COc1ccc(C(=O)Nc2nc3c(s2)CCCC3)cc1S(=O)(=O)N1CCCc2ccccc21 | -11 | 4 | 4 | -15 | -6 | 13 | -2 | 0.2 | 51 | 3
CCOC(=O)[C@H]1[C@H]2COc3ccc(OC)cc3[C@@H]2N2C(=O)c3cc(F)c(F)cc3NC(=O)[C@@]12C | -4 | -1 | -3 | 5 | 1 | 8 | . | 0.3 | -9 | 1
COc1ccc(C2CCCN2C(=S)Nc2ccc(C)c(C)c2)cc1OC (stereo not given) | -6 | -7 | 12 | -18 | -2 | -3 | 1 | 1.1 | 26 | 5
O=C(Nc1c(C(=O)N2CCOCC2)cnn1-c1ccccc1)c1ccc(F)cc1 | 2 | -4 | 0 | 9 | 1 | -4 | -1 | 1.4 | 2 | -7
COc1ccccc1C(=O)NCCC(=O)N1CCN(S(=O)(=O)c2cccc(Cl)c2)CC1 | -1 | -7 | -1 | -10 | 1 | 1 | -2 | -1.6 | 0 | 1
CCC(=O)c1ccc(OCC(=O)OCC(=O)NCC2CCCCC2)cc1 | 0 | -5 | 1 | -14 | -1 | -2 | -2 | 0.5 | -27 | -1
O=C(O)C(Cc1cn[nH]n1)=NO | 4 | 7 | 1 | -16 | . | -5 | 0 | -0.5 | -9 | 1
Cc1c(C(=O)C(=O)N2CC=C(c3ccccc3)CC2)c2ccccc2n1C | -24 | -4 | 0 | 1 | -12 | -41 | 3 | -0.8 | 9 | 20
CN1CCN(C(CNS(=O)(=O)c2ccc(Cl)cc2)c2cccnc2)CC1 (stereo not given) | . | -1 | 4 | 5 | . | -24 | -1 | -0.2 | -30 | -7
COc1ccc2cc(C(=O)NCC(=O)O)sc(=O)c2c1OC | 5 | 0 | -3 | -5 | . | -7 | -1 | -4.8 | -34 | 0
C=CCOc1ccc(/C(O)=C2/C(=O)C(=O)N(CCN3CCOCC3)C2c2ccc(C)cc2)cc1 (stereo not given) | . | -9 | 8 | -12 | -7 | -21 | -1 | -1.4 | 0 | 7
COc1ccc(N2CCN(C(CNC(=O)c3cccc(Cl)c3)c3cccnc3)CC2)cc1 (stereo not given) | -5 | 9 | 0 | -4 | -2 | 1 | -4 | 0.9 | 18 | 1
COc1cccc2c(=O)n(CC(=O)NC3CCCCC3)ccc12 | 2 | -13 | 7 | -16 | 0 | -18 | . | 0.4 | -8 | -2
CCCC(C)C(=O)Nc1cccc(NC(C)=O)c1 (stereo not given) | . | -5 | 4 | -11 | 0 | 16 | -2 | 3.6 | 3 | 1
Cc1cnn(C(=O)Cn2nc(C(F)F)c(Br)c2C)c1 | 4 | 1 | -6 | -4 | 1 | 16 | -1 | -3.2 | -13 | 0
COc1cccc(-c2nc(CCl)cs2)c1 | 28 | 6 | -3 | 22 | 2 | 7 | -4 | 0.5 | 3 | 1
CCCNc1nc2c(c(=O)n(C)c(=O)n2C)n1Cc1cccc(C)c1 | -8 | -4 | 7 | -8 | 0 | -11 | -1 | -1.9 | 8 | -4
Cc1cccc(OCc2nnc(SCC(=O)N(C)C3CCCCC3)o2)c1 | 4 | -8 | 4 | -3 | 4 | -18 | -3 | -1.3 | -3 | 5
COc1ccc(/C=N/NC(=O)Cc2ccc(Cl)cc2)cc1OC | 16 | -4 | 3 | -9 | -2 | 14 | 2 | 0.8 | 12 | 1
COc1ccc(N2C(=O)C3CCCN3C2c2ccccc2)cc1 (stereo not given) | -7 | 2 | 1 | -11 | -1 | -4 | . | -4.8 | -2 | 1

Additional records:
Structure | MITF act | dFosB act | HTR5A ag | PvdQ inh | Wnt bcat act | HTR5A inv ctr | NSD2 HMT inh | CDK5 inh | SR-BI DiI inh | V-ATPase pH
COc1ccc(OC)c(NC(=O)C(C#N)=Cc2ccco2)c1 | 20 | -6 | 5 | -13 | -4 | -19 | -3 | 0.4 | 50 | -1
O=C(Nc1ccccn1)c1ccc2c(c1)OCO2 | 62 | -17 | 0 | -12 | 17 | -1 | . | 4.8 | -10 | 5
O=C(CCCCn1c(=O)c2ccccc2n(Cc2ccccc2)c1=O)NC1CCN(Cc2ccccc2)CC1 | 4 | -14 | 0 | -17 | 2 | 0 | -4 | 1.6 | . | 1
CC1CN(C(=O)c2ccc([N+](=O)[O-])s2)CC(C)O1 (stereo not given) | -10 | 6 | -1 | 2 | 1 | 3 | -1 | -1.4 | -5 | 0

In the list so far, these contain a cyano group.
Structure | MITF act | dFosB act | HTR5A ag | PvdQ inh | Wnt bcat act | HTR5A inv ctr | NSD2 HMT inh | CDK5 inh | SR-BI DiI inh | V-ATPase pH
CCSc1nc(-c2ccc(OC)cc2)cc(-c2ccccc2)c1C#N | -11 | 1 | 6 | -9 | -1 | -24 | 0 | 1.6 | 80* | -3
COc1ccc(OC)c(NC(=O)C(C#N)=Cc2ccco2)c1 | 20 | -6 | 5 | -13 | -4 | -19 | -3 | 0.4 | 50 | -1

Screening data: PubChem, several laboratories
